From PubChem
NOD2 RIPK2 PPI = blocks binding of human NOD2 to RIPK2 | O43353 | CHO BLA complementation NOD2-RIPK2, CCF4 ratio | inhibition, % at 4.98 µM | actives 0.38% (n = 360,000); in the data active = inhibition above about 21%;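 also: 0% = vehicle only and 100% = reference blocker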
COUP-TFII inh = inhibitors of human COUP-TFII (NR2F2); actives 0.7% (n = 370,000); P24468; AID 686940; inhibition, % at 8.6 µM; HEK293T NGFI-A luciferase reporter, luminescence;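 active = inhibition above a per-plate cutoff, mean inhibition of test wells between control levels plus 3 SD, cut at about 38% in these data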;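 also: cells cotransfected with COUP-TFII expression vector driving the NGFI-A reporter; 0% = median of COUP-TF2 test wells and 100% = reporter-only cells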
NCOA1 inh = inhibitors of human steroid receptor coactivator 1 (SRC1); Q15788; HEK293 GAL4-SRC1 luciferase reporter, luminescence; inhibition, % at 3.6 µM; actives 0.12% (n = 360,000); AID 588354;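 active = inhibition above the campaign mean plus 3 SD, with each screening campaign given its own cutoff, cut at about 60% in these data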;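 also: 0% = DMSO treated cells and 100% = gossypol at 36 µM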
NR5A2 inv ag = suppresses constitutive activity of human LRH-1. O00482. actives 0.13% (n = 360,000). HEK293T StAR-luciferase reporter, LRH-1 transfected, 24 h. inhibition, % at 3.6 µM;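 active = inhibition above the mean inhibition of all tested compounds plus 3 SD, cut at about 73% in these data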;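 also: 0% = DMSO wells and 100% = reporter-only cells lacking LRH-1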
TROY signal inh = blocks TROY-dependent signaling in reporter cells. Q293 LMP1-TROYcd NF-kB luciferase reporter, 4 h. inhibition, % at 10 µM. actives 0.98% (n = 360,000);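 active = compounds whose plate-normalised and pattern-corrected inhibition of the luciferase reporter signal at the single screening dose is 50% or more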
NCOA2 inhibitor = inhibits human steroid receptor coactivator 2; Q15596; HEK293 GAL4-SRC2 luciferase reporter, luminescence; inhibition, % at 9 µM; actives 0.17% (n = 370,000); AID 651957;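 active = inhibition above the mean inhibition of all tested compounds plus 3 SD, set per campaign, cut at about 52% in these data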;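 also: 0% = DMSO treated cells and 100% = cells given Gossypol at 36 µM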
ABHD5 PLIN5 PPI = inhibitors of human ABHD5-perilipin-5 interaction. Q00G26+Q8WTS1. Split G. princeps luciferase complementation, luminescence, 4 h. inhibition, % at 4 µM. actives 0.78% (n = 360,000). AID 602281;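 active = inhibition above the mean inhibition across every tested compound plus 3 SD, cut at about 22% in these data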;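 also: 0% = DMSO only wells and the 100% control is not disclosed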
SRC3 inh = human NCOA3 inhibition; Q9Y6Q9; HEK293 GAL4-SRC3 luciferase reporter, luminescence; inhibition, % at 3.6 µM; actives 0.17% (n = 360,000);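 active = inhibition above a per-campaign cutoff, the mean of all compounds plus 3 SD, cut at about 60% in these data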;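 also: 0% = DMSO-treated cells and 100% = gossypol-treated cells at 36 µM; higher means less SRC3-driven luciferase light from the GAL4 reporter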
TLR9-MyD88 inh = TLR9-MyD88 interaction inhibition; inhibition, % at 4.98 µM; Q9NR96+Q99836; AID 504734; CHO BLA complementation TLR9-MyD88, CCF4 FRET ratio; actives 0.21% (n = 340,000);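 active = inhibition above the mean over all tested compounds plus 3 SD, cut at about 21% in these data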;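 also: 0% = DMSO only wells and 100% = clavulanate BLA inhibitor control wells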
Target sequence (Q99836 whole entry, looked up): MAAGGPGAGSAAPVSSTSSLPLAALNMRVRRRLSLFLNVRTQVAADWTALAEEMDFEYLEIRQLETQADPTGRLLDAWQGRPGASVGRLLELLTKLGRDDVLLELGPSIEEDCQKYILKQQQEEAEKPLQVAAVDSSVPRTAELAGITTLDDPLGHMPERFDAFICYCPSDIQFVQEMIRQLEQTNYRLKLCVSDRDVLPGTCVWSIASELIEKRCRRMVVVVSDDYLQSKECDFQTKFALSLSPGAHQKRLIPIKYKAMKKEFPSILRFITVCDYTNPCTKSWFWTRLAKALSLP
Target sequence (Q9NR96 whole entry, looked up): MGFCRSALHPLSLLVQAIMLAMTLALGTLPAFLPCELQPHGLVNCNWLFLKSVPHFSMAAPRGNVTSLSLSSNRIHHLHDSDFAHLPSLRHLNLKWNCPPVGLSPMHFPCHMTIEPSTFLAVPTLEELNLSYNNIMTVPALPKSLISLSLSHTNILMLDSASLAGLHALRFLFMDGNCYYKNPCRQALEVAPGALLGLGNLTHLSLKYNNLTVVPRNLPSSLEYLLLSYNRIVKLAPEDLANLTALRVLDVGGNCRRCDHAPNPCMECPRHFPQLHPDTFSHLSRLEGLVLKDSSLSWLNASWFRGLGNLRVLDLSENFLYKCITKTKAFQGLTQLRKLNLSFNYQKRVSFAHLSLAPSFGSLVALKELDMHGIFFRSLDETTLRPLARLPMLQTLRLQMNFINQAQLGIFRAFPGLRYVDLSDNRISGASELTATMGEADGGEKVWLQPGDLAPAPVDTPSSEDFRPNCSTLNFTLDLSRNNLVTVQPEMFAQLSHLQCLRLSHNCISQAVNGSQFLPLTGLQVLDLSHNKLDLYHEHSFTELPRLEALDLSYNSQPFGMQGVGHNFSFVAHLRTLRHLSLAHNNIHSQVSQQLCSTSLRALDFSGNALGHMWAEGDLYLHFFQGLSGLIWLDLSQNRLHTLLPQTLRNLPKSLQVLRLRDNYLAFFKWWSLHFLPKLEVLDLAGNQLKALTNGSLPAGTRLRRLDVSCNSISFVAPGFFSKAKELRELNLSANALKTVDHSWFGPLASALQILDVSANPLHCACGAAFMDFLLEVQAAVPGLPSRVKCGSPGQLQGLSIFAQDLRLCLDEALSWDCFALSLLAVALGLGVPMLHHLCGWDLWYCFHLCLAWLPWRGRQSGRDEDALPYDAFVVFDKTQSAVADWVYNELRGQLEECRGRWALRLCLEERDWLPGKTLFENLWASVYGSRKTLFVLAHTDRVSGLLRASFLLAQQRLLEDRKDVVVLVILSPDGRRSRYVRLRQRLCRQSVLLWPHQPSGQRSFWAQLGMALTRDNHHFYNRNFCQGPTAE
Exocytosis inh = blocks lytic granule exocytosis. TALL-104 LAMP-1 surface exposure, flow cytometry; cells stimulated with thapsigargin and PMA. inhibition, % at 10 µM. actives 0.66% (n = 360,000). AID 651702;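 active = inhibition above about 55%, limit read from the data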
TWEAK-Fn14 inh = inhibitors of TWEAK-Fn14 interaction signaling; TWEAK-stimulated Fn14 reporter cells, luciferase luminescence, 8 h; inhibition, % at 10 µM; actives 2% (n = 360,000); in the data active = inhibition above about 50%
* hit, by the source's call; . = not tested or not shown. The list is partial; count on the stated rates, not on these rows.

SMILES	NOD2 RIPK2 PPI	COUP-TFII inh	NCOA1 inh	NR5A2 inv ag	TROY signal inh	NCOA2 inhibitor	ABHD5 PLIN5 PPI	SRC3 inh	TLR9-MyD88 inh	Exocytosis inh	TWEAK-Fn14 inh
C=CCNS(=O)(=O)c1ccc(OCC(=O)OCC)cc1	-7	-6	0	14	-5	-3	6	-11	5	2	15
CCCn1c2ccccc2c2cnn(CC(=O)NCCCN3C(C)CCCC3C)c(=O)c21 (stereo not given)	-1	4	-13	7	-12	4	1	-26	5	-1	4
COc1ccc(NS(=O)(=O)c2cccc(C(=O)NCC(c3ccc(OC)cc3)N3CCCCC3)c2)cc1 (stereo not given)	-16	-8	-12	-12	-18	-10	-13	1	8	-6	-13
CCOC(=O)N(C)c1c(CC)nc2c(OCc3ccc(S(C)(=O)=O)cc3)cccn12	-9	18	11	-10	-7	1	6	3	.	5	18
CCc1nc2ccc(C(=O)Nc3cccc(OC)c3)cn2c1N(CCC(C)C)CCN(C)C	-7	-8	-36	5	-15	15	1	-9	.	23	16
COc1cnc(SCc2c(Cl)cccc2Cl)nc1Cl	-1	4	-2	-6	-26	0	-2	10	-1	0	9
COc1ccc(NC(=O)c2cc3c(CO)cnc(C)c3oc2=Nc2cccc(F)c2)c(OC)c1	-11	-8	5	7	13	-5	2	15	2	5	-7
CCc1nc2c(OCc3c(C)noc3C)cccn2c1N(C=O)Cc1ccccc1	-9	13	25	13	21	4	7	10	.	0	-15
O=C(CCN=C1NS(=O)(=O)c2ccccc21)OCc1nnc(-c2ccccc2)o1	-2	-2	-32	-19	-33	-67	-5	-14	3	2	-3
Cc1nc2ncnn2c(C)c1CCC(=O)NCc1ccc2c(c1)OCO2	3	2	-11	-13	8	2	-3	-1	-13	0	1
CCn1cc(C(=O)O)c(=O)c2cc(F)c(N/N=C/c3ccccc3[N+](=O)[O-])cc21	-3	8	-3	1	2	-27	2	8	-2	72*	-38
Cc1cc(O)c(C(=O)/C=C/c2ccccc2Br)c(=O)o1	1	-22	-32	9	-9	-10	3	-23	7	0	-47
Cn1c(=O)c2c(-c3ccc(C(C)(C)C)cc3)n(N3CCOCC3)cc2n(C)c1=O	3	2	2	14	4	-16	4	-50	0	0	-17
CC1CCC2C(=O)N(c3cccc(OS(=O)(=O)c4ccccc4)c3)C(=O)C2C1 (stereo not given)	-2	17	4	0	-5	7	-9	6	1	1	-1
CCC(=O)N1N=C(c2ccc(NS(C)(=O)=O)cc2)CC1c1ccc(C)cc1 (stereo not given)	-15	14	-25	-22	-14	-10	-2	-15	-14	2	-8
COc1cc(CN2CCN(Cc3ccc(C)cc3)C(CCO)C2)cc(OC)c1O (stereo not given)	-3	5	10	12	-1	-1	10	18	-2	0	-7
O=C(OCC(=O)N1CCc2ccccc21)c1nc(Cl)ccc1Cl	-4	-1	2	7	-12	1	-1	7	-2	-2	2
CN(C)/C=C1/C(=O)Nc2ccccc21	-15	15	0	7	15	2	2	2	-10	-5	17
NC(=O)c1ccsc1NC(=O)COC(=O)/C=C/c1ccc([N+](=O)[O-])cc1	1	-6	9	-1	34	-3	-8	30	-10	-6	-2
CCN(C(=O)c1cn(C)c(=O)c2cc(OC)c(OC)cc12)c1cc(C)ccc1C	-4	-4	11	6	-2	-4	4	20	6	-2	-12
CN(C)S(=O)(=O)c1cccc(NC(=S)NC(=O)C2CCCCC2)c1	-12	0	-44	-1	-17	-32	0	-16	-4	4	-6
CCNc1nc(NCC)n2c(SC(C)C(=O)c3ccc(C)cc3)nnc2n1 (stereo not given)	6	10	1	16	-6	7	3	21	-3	1	7
O=C(NC1CCN(C(=O)Nc2cccc(Cl)c2)CC1)c1ccccc1	-5	-5	-44	-4	-14	25	0	-3	-7	4	21
Cc1ccc(/C=C2\C(=N)N3N=C(CC(=O)N4CCOCC4)SC3=NC2=O)o1	-11	-12	12	-32	28	8	3	-3	0	-2	5
CCc1ccc(CN(C)C(=O)C2=CC=CN3CCS(=O)(=O)N=C23)cc1	-4	-1	-21	-11	-7	-6	-12	-5	-3	-2	-3
COc1cc(OC)nc(Oc2cc(/C=N/O)ccc2OC)n1	1	-11	4	1	4	20	1	20	-5	-2	24
COc1ccccc1NC(=O)C(NC(=O)c1ccc(C)cc1)c1ccccc1 (stereo not given)	-10	-4	5	0	20	-6	12	0	-4	-10	-19
CCn1c(-c2cc(C3CC3)nc3ccccc23)n[nH]c1=S	-4	-3	-11	4	-13	27	1	7	-21	-2	23
FC(F)(F)c1cnc(/C=C/Nc2ccccc2Cl)c(Cl)c1	-1	3	-38	10	8	-4	-3	10	5	0	5
O=C(Nc1ccccn1)c1cccs1	-16	-18	-44	-49	-44	-25	5	-51	4	-2	-13
CCCCOc1ccc(C2(C)NC(=O)NC2=O)cc1 (stereo not given)	-10	14	-8	3	4	33	-10	3	-17	-6	-16
Cc1ccc(-n2nc3c(c2NC(=O)c2ccc4c(c2)OCO4)CSC3)cc1	-5	-5	-13	11	5	-3	1	7	-2	-3	-9
Cc1cccc(COc2ccc(S(=O)(=O)N3CCOCC3)cc2[N+](=O)[O-])c1	-4	-8	2	-2	-5	3	-7	7	0	29	7
COc1ccccc1NC(=S)NNC(=O)c1ccccc1	-5	-27	-72	-51	-67	-29	0	-57	3	0	-12
COc1ccc(NS(=O)(=O)c2ccc(NC(=S)NC(=O)/C=C/c3ccccc3)cc2)nn1	-6	9	-13	-4	10	-33	3	11	-6	6	33
CN1C(=O)[C@H]2[C@@H](c3ccc(C(F)(F)F)cc3)N[C@]3(CCCN(Cc4ccc(Br)cc4)C3=O)[C@H]2C1=O	-14	-7	5	14	0	2	-10	-4	-13	-3	-5
COc1ccc(/C=C/C(=O)NCCC(=O)N2CCCN(C)CC2)cc1	-4	15	2	8	-3	2	0	5	-15	1	-17
Cc1cccc(NC(=S)N2CCC(NC(=O)c3ccco3)CC2)c1	-5	-6	4	0	-17	-4	-4	-7	-3	-5	13
Cc1ccc(NC(=O)c2ccc3nc(N4CCOCC4)sc3c2)c(Cl)c1	-3	-18	-22	-55	-48	-39	0	-39	4	-1	-30
O=C(CCS(=O)(=O)c1ccc(Br)cc1)N1CCN(c2ccccc2)CC1	-4	11	1	5	0	-17	5	21	2	-4	3
Cc1ccc(C(=O)NCC(=O)OC(C)C(=O)NC2CCCc3ccccc32)cc1 (stereo not given)	-4	14	-10	-8	-16	-16	-8	8	-7	14	9
Cc1noc(C)c1S(=O)(=O)N1CCCCC1c1cc(C(=O)Nc2cccc3c2CCCC3)no1 (stereo not given)	-3	24	-15	5	13	-3	1	-19	.	0	3
C(=C\c1ccncc1)/c1ccncc1	6	0	6	-6	-8	-13	2	5	-8	-1	10
Cc1cccn2c(=O)c3cc(C(=O)NCC4CCCO4)c(=N)n(Cc4cccnc4)c3nc12 (stereo not given)	0	-9	-2	4	20	-12	2	-31	-16	0	4
CCOC(=O)CNC(=O)CSc1nc(-c2cccc(C)c2)ns1	2	-3	0	-12	-26	-55	-2	1	-10	1	-4

Whole records as entered above. Screens in order: NOD2 RIPK2 PPI | COUP-TFII inh | NCOA1 inh | NR5A2 inv ag | TROY signal inh | NCOA2 inhibitor | ABHD5 PLIN5 PPI | SRC3 inh | TLR9-MyD88 inh | Exocytosis inh | TWEAK-Fn14 inh
COc1ccc(NS(=O)(=O)c2ccc(NC(=S)NC(=O)/C=C/c3ccccc3)cc2)nn1 in the list: -6 | 9 | -13 | -4 | 10 | -33 | 3 | 11 | -6 | 6 | 33
Cc1ccc(-n2nc3c(c2NC(=O)c2ccc4c(c2)OCO4)CSC3)cc1 in the list: -5 | -5 | -13 | 11 | 5 | -3 | 1 | 7 | -2 | -3 | -9

(continued)
SMILES	NOD2 RIPK2 PPI	COUP-TFII inh	NCOA1 inh	NR5A2 inv ag	TROY signal inh	NCOA2 inhibitor	ABHD5 PLIN5 PPI	SRC3 inh	TLR9-MyD88 inh	Exocytosis inh	TWEAK-Fn14 inh
CCOC(=O)N1CCN(CCC(=O)Nc2ccc(C)c(Br)c2)CC1	-6	9	2	14	-14	-13	2	-12	3	-1	-4
CC1CCCCN1CCNC(=O)c1cc2c(-c3ccccc3F)nn(C)c2s1 (stereo not given)	-6	-11	-1	-12	-15	-7	-7	-13	1	10	-55
O=C(C1=C[C@H](C2CCCCC2)C[C@H](OCc2ccc(CO)cc2)O1)N1CCN(Cc2ccc3c(c2)OCO3)CC1	8	.	3	13	15	.	7	9	4	14	21
COC(=O)C1=NNC2C(=O)N(c3ccc(C)cc3)C(=O)C12 (stereo not given)	-3	-3	-3	-4	-2	-22	-2	5	6	-5	12
NC(=O)c1ccc(NC(=O)COC(=O)c2n[nH]c3ccccc23)cc1	-4	6	-1	2	1	24	2	22	-3	-1	7
CCOc1ccc(S(=O)(=O)n2ccnc2)c2ccccc12	12	7	-18	4	-11	-3	2	0	-6	7	-2
NC(=O)c1ccc(NC(=O)C2CC2)cc1	-1	-5	-13	12	-12	8	14	16	-1	-2	-10
CSc1nnc(NC(=O)c2ccc(S(=O)(=O)N(C)C)cc2)s1	4	-21	-46	-67	-41	-18	-8	-9	9	1	36
O=C1C2C3C=CC(CO)(O3)C2C(=O)N1c1ccccc1-c1ccccc1 (stereo not given)	81*	.	4	-5	-9	.	45*	-2	5	64*	1
COc1ccc(NC(=O)N(C)C[C@H]2Oc3ccc(NC(=O)NC(C)C)cc3C(=O)N([C@H](C)CO)C[C@@H]2C)cc1	-4	-26	3	0	-3	4	-2	2	-3	12	-7
COC(=O)c1sc(NC(=O)CSc2nc3nc(C)cc(C)n3n2)c(C(=O)OC)c1C	-10	-8	-9	-6	3	-6	2	-2	6	-4	-11
CCCCC(=O)Nc1nnc(-c2ccc(OC)cc2)s1	2	-24	-50	-7	-34	-44	-4	-47	-4	-3	-21
O=C(NC1CCCCC1)C(c1cccnc1)N(C(=O)c1csnn1)C1CCCC1 (stereo not given)	-2	-1	-2	7	-3	-32	2	2	9	6	0
CC(C)(C)c1nnc(NC(=O)C2CCN(c3ncccn3)CC2)s1	0	0	0	14	1	3	-1	1	-2	0	7
CSCCC(c1nnnn1C1CCCCC1)N1CCN(C/C=C/c2ccccc2)CC1 (stereo not given)	-3	9	-1	-1	0	-1	5	3	.	-2	-18
CCC(=O)c1cn(CC(=O)NCc2ccco2)c2ccccc12	-6	-11	-54	-47	-33	-9	0	-22	-5	6	-15
COc1cc(NC(=O)CCS(=O)(=O)c2ccc3c(c2)oc(=O)n3C)cc(OC)c1OC	-7	-11	7	-19	-6	-3	5	2	12	-2	-9
CCCc1nc2ccccc2c(NC(=O)CN(CC)CC)c1CC	-1	-3	-3	7	5	7	-3	12	-7	-2	10
COc1ccc(C(=O)NC(=S)N(CCC(C)C)c2c(N)n(Cc3ccccc3)c(=O)[nH]c2=O)cc1	-7	6	0	3	10	-10	-4	10	-9	-1	-4
Cc1cccc(C)c1NC(=O)CCCSc1nnnn1C	3	10	-6	-7	-4	-19	-6	-18	-5	-5	-13
CCOCCn1c(SC(C)C(C)=O)nc2c1c(=O)[nH]c(=O)n2C (stereo not given)	0	-5	-6	19	-13	-22	1	14	-2	-6	-12
CCOC(=O)CSc1nnc(CSc2nc(C)cc(C)n2)n1Cc1ccco1	-3	-7	12	23	-20	-9	9	-19	6	10	9
CCC(C)c1ccc(NC(=S)NCc2cccs2)cc1 (stereo not given)	2	-34	-3	-51	-9	-23	-7	-19	-10	-1	-12
